DAGLB inh: blocks human DAGLB lipase activity. Q8NCG7. HEK293T DAGLB membrane lysate, EnzChek fluorogenic substrate. inhibition, % at 5.17 µM. 0.059% of 340,000 active. AID 504411; in the data active = inhibition above about 34%;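 also: 0% = enzyme with vehicle and 100% = wells lacking enzyme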
Target sequence (Q8NCG7 whole entry, looked up): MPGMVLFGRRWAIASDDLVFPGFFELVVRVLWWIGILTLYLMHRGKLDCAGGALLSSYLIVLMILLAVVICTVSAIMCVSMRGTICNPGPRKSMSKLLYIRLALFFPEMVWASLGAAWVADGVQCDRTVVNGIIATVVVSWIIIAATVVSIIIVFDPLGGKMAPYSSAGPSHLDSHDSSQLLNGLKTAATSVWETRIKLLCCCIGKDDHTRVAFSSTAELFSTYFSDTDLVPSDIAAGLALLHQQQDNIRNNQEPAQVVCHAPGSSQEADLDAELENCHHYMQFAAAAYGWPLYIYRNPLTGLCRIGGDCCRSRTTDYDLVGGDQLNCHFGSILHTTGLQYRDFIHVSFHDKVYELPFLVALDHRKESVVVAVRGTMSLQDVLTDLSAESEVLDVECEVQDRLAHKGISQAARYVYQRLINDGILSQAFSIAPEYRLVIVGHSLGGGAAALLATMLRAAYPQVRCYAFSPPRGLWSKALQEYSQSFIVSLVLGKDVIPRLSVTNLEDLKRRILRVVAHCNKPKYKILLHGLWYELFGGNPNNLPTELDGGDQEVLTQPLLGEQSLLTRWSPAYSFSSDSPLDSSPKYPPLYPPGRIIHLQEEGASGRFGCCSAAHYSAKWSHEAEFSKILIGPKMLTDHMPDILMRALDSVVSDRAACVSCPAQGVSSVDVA
Keap1-Nrf2 PPI: disrupts human Keap1 binding to Nrf2 peptide | Q14145 | Keap1 Kelch-Nrf2 peptide fluorescence polarization, 1536-well | inhibition, % at 9.4 µM | 0.15% of 340,000 active | AID 504523; in the data active = inhibition above about 12%;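 also: human Keap1 Kelch domain with fluorescein labeled Nrf2 9mer peptide probe; 0% = neutral control wells and 100% = peptide positive control; higher means more block of Keap1 binding to Nrf2 peptide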
DSG3 Ab inh: inhibitors of pemphigus antibody binding to human desmoglein-3; P32926; DSG3-coupled beads, scFv-anti-DSG3-GFP binding, flow cytometry; stronger effect = lower value; binding (percent of control), % at 10 µM; 0.48% of 310,000 active;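 active = binding more than 3 SD below its plate's average and above zero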;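 also: hits lower antibody fragment binding to DSG3; some compounds called inactive have numbers as strong as hits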
C-LANA FP: KSHV C-LANA DNA binding inhibition; inhibition, % at 9 µM; AID 504423; MBP-C-LANA/FAM-LBS DNA binding, fluorescence polarization; 0.078% of 340,000 active;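 active = highest replicate inhibition at or above 60% at 9 µM, even if other replicates fall short; inactive = all replicates below 60% inhibition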;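 also: 0% = neutral control wells and 100% = 4 µM acridine orange control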
V-ATPase pHluor: alters yeast V-ATPase proton transport | S. cerevisiae, pHLuorin cytosolic pH fluorescence | response, % at 10 µM | 0.37% of 350,000 active | AID 504577; in the data active = response mostly above about 7.3%, no sharp cut-off; inactive = mostly below about 5.4%; also: actives read high; inactives centre near 0; some compounds called inactive have numbers as strong as hits; reference of the scale not given here
CAL PDZ FP-1: blocks peptide binding to the human CAL PDZ domain | purified CAL PDZ, TMR-peptide fluorescence polarization, 1 h | 0.92% of 300,000 active | inhibition, % at 24.9 µM | AID 602252 | Q9HD26;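 active = mean inhibition of at least 30% with at least half of replicates also reaching 30%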;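 also: 0% = DMSO neutral control and 100% = excess unlabeled competitor peptide PRC23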
NSD2 HMT inh: blocks human histone methyltransferase NSD2; O96028; NSD2 peptide methylation, AlphaScreen, 120 min; inhibition, % at 12.5 µM; 0.54% of 310,000 active; in the data active = inhibition above about 50%
Arr AP2 block: human beta-arrestin and AP2 interaction inhibition | FITC-arrestin peptide / GST-AP2 beads, flow cytometry; AP2 beta2 appendage carries R879A mutation | inhibition, % at 10 µM | 0.31% of 340,000 active | AID 504490;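 active = inhibition above a set limit, near 3 SD of compounds lacking own fluorescence, cut at about 54% in these data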;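 also: plate controls were DMSO wells for no effect and 5 µM unlabelled arrestin peptide for full effect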
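Assay system: GST-AP2 R879A bound to glutathione beads, E. coli-expressed; Medium: PBS with 0.05% Tween 20 and 0.1% BSA; Also added: fluorescein-tagged arrestin peptide at 50 nM final; Timing: 12 min plus 1 h, RT; Measured by: flow cytometry, FL1 (488/535 nm); Evaluation: percent drop in bead-associated FITC signal.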
Cardiac RTF inh: cardiac RTF calcium desensitization | P19429+P45379 | IANBD-labeled cardiac RTF, Ca2+ fluorescence | inhibition, % at 7.15 µM | 0.12% of 340,000 active | AID 493244;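 active = inhibition above the mean inhibition of all tested compounds plus 3 SD, cut at about 17% in these data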;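 also: assay run at fixed EC70 calcium of 1.6 mM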
CAL PDZ FP-2: blocks peptide binding to human CAL PDZ domain; Q9HD26; purified CAL PDZ, TMR-peptide fluorescence polarization, 1 h; inhibition, % at 20 µM; 0.02% of 330,000 active; AID 504414;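 active = highest replicate inhibition of at least 40%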;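 also: plate controls were DMSO neutral control wells for no effect and unlabeled competitor peptide control wells for full effect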
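material = purified tagged CAL PDZ domain construct (CerCALP) | compound dosing = 20 µM, one dose | times = 1 h at RT | measured by = fluorescence polarization from S- and P-plane intensities, G-factor corrected | read-out = inhibition from polarization loss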
Starred values were filed as active, the others as inactive; · = not tested or not shown. An excerpt (hit frequency here may not be typical).

SMILES	DAGLB inh	Keap1-Nrf2 PPI	DSG3 Ab inh	C-LANA FP	V-ATPase pHluor	CAL PDZ FP-1	NSD2 HMT inh	Arr AP2 block	Cardiac RTF inh	CAL PDZ FP-2
CC(OC(=O)c1oc2ccccc2c1COc1ccccc1)C(=O)NC(N)=O (centres undefined)	-2	-1	101	0.2	4	-4	-1	10	1	-3.0
Cc1cccc(-n2ncc3c2CCCC3NC(=O)CCc2cccnc2)c1C (centres undefined)	-6	-3	98	-0.2	1	-2	-4	-10	-5	-2.8
COc1c(F)c(F)c(C(=O)O)c(Nc2cc(C)cc(C)c2)c1F	0	-5	106	0.9	0	1	-2	-19	-2	-0.3
CCCCCCCOC1(c2ccccc2)OC(=O)c2ccccc21 (centres undefined)	-13	-1	103	0.4	0	-3	-6	19	-1	0.2
N#Cc1ccccc1OCC(=O)NCC(c1ccc(F)cc1)N1CCOCC1 (centres undefined)	1	-4	109	-0.2	1	1	-1	1	-2	0.3
CN(C(=O)c1cccc(NC(=O)Cc2cccc(NC(=O)C3CCCN(C(=O)C4CCCC4)C3)c2)c1)C1CCC1 (centres undefined)	-1	-4	101	-1.1	0	1	·	15	-3	-6.4
COC(=O)c1[nH]c2c(c1C)C(=O)CC(c1cccs1)C2 (centres undefined)	0	-4	97	1.6	0	6	0	-2	-1	-1.3
COc1cccc(CNC(=O)C(=O)N2CCC3(CC2)OCCN3S(=O)(=O)c2ccc(C)cc2)c1	3	-1	102	-1.9	1	-2	28	3	3	-0.5
Cn1c(N2CCC(C(N)=O)CC2)nc2c1c(=O)n(Cc1ccc(Cl)cc1)c(=O)n2C	-2	-2	100	-0.8	-2	-3	-2	23	2	-0.5
O=C(NCc1nc2ccccc2[nH]1)c1cccc(S(=O)(=O)N2CCOCC2)c1	-1	-7	105	-0.4	-7	0	15	4	-4	-0.8
Cc1ccc(CN2CCSCC2)c(C)c1	0	6	100	0.8	-3	5	1	3	0	-0.9
COc1cccc2c1-c1c(O)cccc1C2=O	3	4	100	-0.4	-2	-6	-3	-19	1	-0.9
CN(C)c1cccc(NC(=O)CCc2ccccc2)c1	-3	-1	130	-0.5	-1	-3	3	7	2	-0.5
CC(C)(C)NC(=O)c1ccccc1-c1nc2ccccc2s1	-3	-7	99	-1.4	-3	-9	-6	-11	-17	-2.2
Cc1ccc(-c2n[nH]c(=O)c3ccccc23)cc1S(=O)(=O)N(C)C	0	-2	122	2.3	2	-10	-2	-17	1	-1.3
Cc1ccn2c(NC3CCCCC3)c(-c3cccc(SC4CCCCC4)c3)nc2c1	-19	-12	98	-2.5	-3	-1	2	-9	-2	-0.1
CCC(=O)NC(c1ccccc1)c1nc2ccccc2[nH]1 (centres undefined)	-3	-3	107	0.6	-5	-1	0	18	-9	-2.9
O=C(CN1CCC(NC(=O)c2ccccc2F)CC1)Nc1ccc2c(c1)OCCO2	0	-2	95	1.2	1	2	-1	-3	-7	-0.6
CC(C)=N/N=C1/NC(=O)C(CC(=O)Nc2cc(Cl)ccc2C)S1 (centres undefined)	-6	2	103	-1.3	1	-3	-3	18	-4	-0.6
N#Cc1c(SCC(=O)N2CCCCC2)nsc1SCC(=O)N1CCCCC1	2	6	99	-0.8	4	-1	-2	11	-9	·
CC(=O)c1cnc(Nc2nc(C)c3ccc(C)cc3n2)nc1C	0	-1	100	1.4	-2	0	-8	19	9	-1.2
COCCn1cnc2c1c(=O)n(CC(=O)OCC(=O)NCCCc1ccccc1)c(=O)n2Cc1ccccc1	0	-5	90	-1.2	-3	-5	-2	1	-1	-2.6
COc1ccc(NC2=NCC(=O)N2c2ccccc2F)cc1	0	-1	96	0.5	-2	-10	16	-1	0	·
CCOP(=O)(OCC)c1nc(-c2ccc(Br)cc2)oc1N1CCCCC1	-2	-1	95	-0.8	-4	-2	2	-10	-9	0.3
O=C(c1ccc2ccccc2n1)N1CCN(S(=O)(=O)c2ccccc2)CC1	-2	-2	99	0.7	1	·	-3	-2	-5	-0.8

The results go on:
SMILES	DAGLB inh	Keap1-Nrf2 PPI	DSG3 Ab inh	C-LANA FP	V-ATPase pHluor	CAL PDZ FP-1	NSD2 HMT inh	Arr AP2 block	Cardiac RTF inh	CAL PDZ FP-2
O=C(Nc1ccc(F)c(F)c1)c1ccco1	2	-3	103	0.8	1	·	-2	8	-14	-1.5
CCC1=NN2C(=N)/C(=C\c3cccn3-c3ccc(C)cc3C)C(=O)N=C2S1	9	-10	95	1.0	6	-2	24	-1	-4	-3.0
CC(C)COC(=O)Cc1c(O)c2ccccc2[nH]c1=O	0	-3	102	0.5	4	3	13	5	-6	-1.3
Cc1[nH]c2c(C)cccc2c1CCNS(=O)(=O)c1cccc([N+](=O)[O-])c1	7	2	·	2.4	3	-3	30	15	-20	0.2
NC(=O)c1nn(-c2ccccc2)nc1N	-1	-7	105	0.7	-1	-1	-4	1	7	·
COC(=O)c1ccc(C(=O)OC)c(NC(=O)Oc2ccccc2)c1	0	-5	105	1.4	0	-6	13	2	-8	-1.7
O=C(O)c1nc2ccccc2nc1C(=O)O	-2	-1	97	-0.3	6	1	1	-2	-6	-0.4
COc1ccc(-c2cc(C(=O)Nc3ccc(S(=O)(=O)Nc4onc(C)c4C)cc3)c3ccccc3n2)cc1	8	-1	100	1.2	-81	-7	25	3	5	-0.5
CCc1nc2ccccc2n1Cc1cc(=O)n2cc(C)ccc2n1	1	-3	102	1.0	3	-2	-1	6	-10	-0.9
O=C(CSc1nncc2ccccc12)Nc1ccccc1	-1	-6	125	-0.7	5	·	5	3	-5	-1.3
FC(F)Oc1ccc(C2=Nn3c(nnc3-c3ccccc3Cl)SC2)cc1OCC1CC1	0	2	100	0.0	2	-1	·	6	2	-1.7
O=C(Nc1ccc([N+](=O)[O-])c(NC(=O)C2CCCO2)c1)C1CCCO1 (centres undefined)	2	-3	98	-1.5	-4	-1	-2	4	-1	-2.2
CCOC(=O)N1CCN(S(=O)(=O)c2ccc(C(=O)Nc3nnc(CC)o3)cc2)CC1	1	-2	98	1.2	10	-1	2	3	-14	-0.3
CCN(c1ccccc1)S(=O)(=O)c1ccc(C(=O)Nc2nnc(-c3ccco3)o2)cc1	6	-4	90	-0.1	0	-5	·	2	17	-1.9
COc1cccc(NC(=O)/C=C/c2ccc([N+](=O)[O-])cc2)c1	4	-5	87	-0.7	-2	-4	5	-9	-7	-0.7
Cc1cc(C)c2c(=O)[nH]c(SCC(=O)Nc3ccccc3)nc2n1	0	1	96	-0.7	0	·	-2	32	-9	-0.3
COc1ccccc1CN(C(=O)CCl)C(C(=O)NC1CCCCC1)c1ccncc1 (centres undefined)	0	-11	117	1.5	-2	·	·	4	-19	0.5
O=C(Nc1cc(Cl)ccc1Oc1ccccc1)C1=COCCO1	-24	·	116	·	-4	-5	-3	2	-19	-1.4
CON(C)S(=O)(=O)NC(=O)C1=C(N2CCCC2)COC1=O	-2	1	104	2.7	-1	-5	·	-11	-5	0.4
CC(=O)C1=C(C)NC(C)=C(C(C)=O)C1c1cn(-c2ccccc2)nc1-c1cccs1	1	-2	102	0.2	-1	-7	-3	-6	-22	·
O=C(O)C1CCCN1C(=O)NC1CCCCC1 (centres undefined)	1	-6	105	-0.3	2	2	-1	16	-12	-2.6
CC(=O)Nc1cccc(C(=O)OCCCOc2ccc(F)cc2)c1	-3	-1	104	-1.4	2	0	-2	2	-4	-1.8
CC(=O)c1cccc(NC(=O)C(C)OC(=O)CCn2c(C)csc2=O)c1 (centres undefined)	-1	-1	106	-0.6	5	62*	-1	-19	-10	-0.4
O=C1CCN(Cc2ccccc2)CCN1[C@H](COc1ccccc1)c1ccccc1	4	-7	105	2.8	-2	-3	·	2	-6	0.4
CCN(CC)CCNC(=O)c1cc2cc(Br)ccc2s1	-1	-3	·	-4.4	-1	3	56*	45	4	-3.2

(cont.)
SMILES	DAGLB inh	Keap1-Nrf2 PPI	DSG3 Ab inh	C-LANA FP	V-ATPase pHluor	CAL PDZ FP-1	NSD2 HMT inh	Arr AP2 block	Cardiac RTF inh	CAL PDZ FP-2
c1coc(Cn2nnnc2CN2CCN(C3CCCC3)CC2)c1	-1	-6	100	-0.4	-1	·	·	7	-8	0.3
Cc1c(C(=O)O)oc2ccc(S(=O)(=O)NCc3ccccc3)cc12	-2	1	103	-0.4	-2	·	4	-9	0	-0.1
O=C(N/N=C\c1cn[nH]c1-c1ccccc1)c1cccnc1	-2	-6	104	0.2	6	-1	1	-3	-6	-1.8
Cn1cnnc1SCC(=O)N1N=C(c2ccc(Cl)cc2)CC1c1ccco1 (centres undefined)	-1	-3	102	0.6	-1	-1	2	14	-5	-3.6
COc1ccc(C2=NC(C(F)(F)F)(C(F)(F)F)c3c(n(C)c(=O)n(C)c3=O)N2)cc1	2	-3	·	-0.2	2	1	-2	10	-4	-3.3
COc1cc(C(=O)OCC(=O)NC2CC2)cc(OC)c1OC	0	1	·	-1.1	-2	-3	0	-2	-6	-2.3
O=C(Nc1cccc(F)c1)Nc1c[nH]c(=O)[nH]c1=O	-1	-3	97	0.3	2	-4	-5	7	-6	-2.9
Cc1cc(Br)ccc1N=C1C(=O)Nc2ccccc21	4	0	104	0.0	-1	-2	·	-15	-3	0.5
COc1cccc(CN2C(=O)C(C)N(C(=O)c3ccccc3)c3ccccc32)c1 (centres undefined)	2	-1	101	-1.0	5	-3	3	2	-4	-1.6
Cn1c(Cc2cccs2)n[nH]c1=S	0	3	·	0.9	-1	38*	-1	-12	6	-0.1
Cn1c(Sc2ccc(C(=O)O)cc2[N+](=O)[O-])nnc1-c1ccccc1	-1	-2	119	0.1	-2	1	-4	-9	-6	-0.6
O=[N+]([O-])c1cc([N+](=O)[O-])c(Oc2ccc(F)cc2)cc1NN1CCCCC1	1	-5	100	0.1	2	-3	·	6	1	-1.1
CCCCN(CC)CCCNC(=O)c1ccc(CS(=O)(=O)c2ccccc2C)o1	1	-1	85	1.7	-2	-1	33	0	-9	0.0
CCN(CC)CCOCCOc1cc(C)c(Cl)c(C)c1	-1	-2	106	1.8	0	-2	2	-4	2	-1.2
CCOC(=O)C1CCCN(C(=O)/C=C/c2ccc([N+](=O)[O-])cc2)C1 (centres undefined)	-1	-3	100	-0.5	-1	-2	0	-1	-4	-0.2
Cc1nn2cc(-c3ccc(Cl)cc3)cnc2c1Br	-4	-2	87	-0.1	0	-1	-2	16	6	-2.9
CCN(CC)C(=O)C(=O)Nc1cccc(Br)c1	-1	5	102	3.0	-1	0	-3	17	2	-3.1
Cc1ccc(S(=O)(=O)Nc2ccc3c(c2)CCC3)cc1	-4	-3	93	-0.2	4	-3	-1	-7	-23	-3.3

Quoted at random: two compounds from above.
SMILES	DAGLB inh	Keap1-Nrf2 PPI	DSG3 Ab inh	C-LANA FP	V-ATPase pHluor	CAL PDZ FP-1	NSD2 HMT inh	Arr AP2 block	Cardiac RTF inh	CAL PDZ FP-2
Cn1cnnc1SCC(=O)N1N=C(c2ccc(Cl)cc2)CC1c1ccco1 (centres undefined)	-1	-3	102	0.6	-1	-1	2	14	-5	-3.6
O=[N+]([O-])c1cc([N+](=O)[O-])c(Oc2ccc(F)cc2)cc1NN1CCCCC1	1	-5	100	0.1	2	-3	·	6	1	-1.1
